Diaph inh CS – inhibits diaphorase or chemically oxidizes, flagging diaphorase assay artifacts | inhibition, % at 20 µM | diaphorase resazurin-to-resorufin fluorescence, NADH, 16 min; bacterial (C. kluyveri) enzyme, not human | 190,000 tested, 0.69% active;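 active = primary screen inhibition at 20 µM above a set limit, cut at about 50% in these data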;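 note: plate controls were DMSO with full reaction for no effect and wells lacking NADH for full effect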
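controls = No-NADH positive control and DMSO neutral control | system = Clostridium kluyveri diaphorase enzyme | timing = reaction incubation of 16 min at room temperature | signal = resorufin fluorescence 544/590 nm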
STAT3 blocker – reduces IL-6 driven STAT3 reporter signal. U3A cells, IL-6 STAT3-luciferase reporter, luminescence; host cell line lacks STAT1. inhibition, % at 5.5 µM. 190,000 tested, 0.89% active;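 active = inhibition above the mean inhibition across all screened compounds plus 3 SD, cut at about 44% in these data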;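 note: 0% = DMSO only wells and 100% = 100 µM nifuroxazide control wells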
TLR4 MyD88 comp – TLR4-MyD88 interaction inhibition in cells. O00206+Q99836. HeLa CL3-4 TLR4/MyD88 BLA complementation, FRET ratio. inhibition, % at 8.4 µM. 200,000 tested, 0.18% active. AID 861; in the data active = inhibition above about 25%;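 note: 0% = vehicle and 100% = reference inhibitor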
Target sequence (O00206 whole entry, looked up): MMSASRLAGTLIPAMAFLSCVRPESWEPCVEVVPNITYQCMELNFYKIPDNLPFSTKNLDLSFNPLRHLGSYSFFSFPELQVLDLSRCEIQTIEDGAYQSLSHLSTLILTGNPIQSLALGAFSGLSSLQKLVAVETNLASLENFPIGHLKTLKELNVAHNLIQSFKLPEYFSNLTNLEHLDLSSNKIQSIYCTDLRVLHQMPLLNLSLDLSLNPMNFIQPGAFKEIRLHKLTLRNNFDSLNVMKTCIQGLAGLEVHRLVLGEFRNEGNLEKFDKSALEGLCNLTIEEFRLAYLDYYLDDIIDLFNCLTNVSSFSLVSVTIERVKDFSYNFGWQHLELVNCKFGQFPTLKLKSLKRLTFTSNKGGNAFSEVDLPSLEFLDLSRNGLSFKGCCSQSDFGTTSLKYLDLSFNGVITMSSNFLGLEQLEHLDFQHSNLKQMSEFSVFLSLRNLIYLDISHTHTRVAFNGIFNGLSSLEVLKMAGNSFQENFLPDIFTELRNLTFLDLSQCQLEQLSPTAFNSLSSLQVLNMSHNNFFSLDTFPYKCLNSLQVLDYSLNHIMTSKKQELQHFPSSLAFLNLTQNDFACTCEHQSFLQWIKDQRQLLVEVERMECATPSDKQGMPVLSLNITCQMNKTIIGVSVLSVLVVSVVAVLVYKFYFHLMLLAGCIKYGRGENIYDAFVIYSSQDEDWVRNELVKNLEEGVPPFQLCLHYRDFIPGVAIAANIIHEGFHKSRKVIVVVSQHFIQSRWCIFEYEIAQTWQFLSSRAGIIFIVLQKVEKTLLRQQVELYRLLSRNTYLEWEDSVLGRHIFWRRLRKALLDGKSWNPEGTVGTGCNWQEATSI
Target sequence (Q99836 whole entry, looked up): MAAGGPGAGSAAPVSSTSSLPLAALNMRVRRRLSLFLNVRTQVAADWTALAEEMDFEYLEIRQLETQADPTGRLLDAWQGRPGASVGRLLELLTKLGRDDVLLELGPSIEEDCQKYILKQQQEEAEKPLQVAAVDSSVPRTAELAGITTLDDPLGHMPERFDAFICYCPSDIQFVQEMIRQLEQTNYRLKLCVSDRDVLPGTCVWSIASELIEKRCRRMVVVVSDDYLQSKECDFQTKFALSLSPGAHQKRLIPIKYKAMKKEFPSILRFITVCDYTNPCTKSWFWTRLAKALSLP
Diaphorase act – counter-screen for diaphorase-based assays: diaphorase activators and chemical reducers | Diaphorase/resazurin coupled assay, resorufin fluorescence, 16 min; stronger effect = higher value; 1 = vehicle wells, 0 = NADH-free wells | activation factor at 20 µM | 190,000 tested, 0.005% active;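 active = diaphorase activity raised at least twofold by the compound at 20 µM; inactive = activation factor below 2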
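Material: Purified diaphorase enzyme from Clostridium kluyveri | Buffer or medium: 50 mM HEPES pH 7.4 with 4.542 mM MgCl2, 0.005% Tween 20 | Times: 16 min enzyme reaction, ambient temperature | Signal: Red resorufin fluorescence at 544/590 nm excitation/emission | Measure: Increased resorufin signal from activators or reducing compounds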
STAT1 inh – reduces IFN-gamma driven STAT1 reporter signal; NIH 3T3 STAT1-luciferase reporter, luminescence; inhibition, % at 5.5 µM; 200,000 tested, 0.35% active;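 active = inhibition above a set limit, the mean inhibition across all tested compounds plus 3 SD, cut at about 34% in these data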;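 note: 0% = IFN-gamma with DMSO and 100% = IFN-gamma with 300 µM nifuroxazide; values of inactives mirror those of a sister screen read the other way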
STAT1 act – STAT1 signaling activation; NIH 3T3 STAT1-luciferase reporter, IFN-gamma, luminescence; 100% = IFN-gamma alone, no compound; activation (% of control), % at 5.5 µM; 200,000 tested, 2.6% active;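 active = activation above the screen-wide mean activation plus 3 SD, cut at about 130% in these data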;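 note: raw ratio to IFN-gamma control signal so 100% means no change and 0% no light; values of inactives mirror those of a sister screen read the other way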
G6PDH CS – L. mesenteroides G6PDH inhibition counter-screen; AID 1020; 200,000 tested, 0.12% active; Purified L. mesenteroides G6PDH, diaphorase/resazurin coupled fluorescence, 45 min; inhibition, % at 5 µM; in the data active = inhibition above about 50%
STAT3 act – activators of IL-6 induced STAT3 signaling | U3A cells, IL-6 STAT3-luciferase reporter, luminescence; 100% = signal with IL-6 EC80 alone | activation (% of control), % at 5.6 µM | 190,000 tested, 0.91% active;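 active = activation above the screen-wide mean of compound activation plus 3 SD, cut at about 130% in these data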;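 note: 0% = background luminescence of wells with medium and substrate only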
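Material: STAT1-lacking human U3A cells, STAT3 luciferase reporter | Benchmarks: IL-6-only wells as 100% reference | Probe or stimulus: IL-6 (33 ng/mL) | Timing: Compound 1 h, then IL-6 6 h at 37 °C | Detection: Luminescence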
Hsp70 activator – transcriptional activators of Hsp70; HeLa Hsp70 promoter luciferase reporter, luminescence; scaled: vehicle 0, proteasome-inhibitor control 100%; 200,000 tested, 0.04% active; activation, % at 10 µM;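 active = activation above the mean across all tested compounds plus 3 SD, cutoff set per campaign, cut at about 5.5% in these data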;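 note: 100% = MG132 at 30 µM as the positive control and 0% = DMSO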
APP 5UTR inh – APP translation inhibition; AID 1285; inhibition, % at 2 µM; 190,000 tested, 0.82% active; SH-SY5Y APP 5'UTR-luciferase reporter, luminescence;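 active = inhibition above a set limit, derived from the sample mean plus 3 SD, cut at about 45% in these data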; note: values of inactives mirror those of a sister screen read the other way
Numbers without * were called inactive; . = no result given.

SMILES | Diaph inh CS | STAT3 blocker | TLR4 MyD88 comp | Diaphorase act | STAT1 inh | STAT1 act | G6PDH CS | STAT3 act | Hsp70 activator | APP 5UTR inh
Cc1ccc(-c2nn3c(C)nnc3c3ccccc23)cc1S(=O)(=O)NCCN1CCOCC1 | 1 | -1 | -5 | 1 | 3 | 97 | 1 | 110 | -0.2 | -11
O=C(Cc1ncc(C(F)(F)F)cc1Cl)NCCc1ccccn1 | 7 | 3 | -6 | 0.9 | -2 | 101 | 0 | 100 | 0.3 | 6
COc1nc(-c2ccccc2)c2c(c1C#N)CC(C)(C)OC2 | 9 | -19 | -3 | 0.9 | 0 | 100 | 2 | 113 | 0.1 | -6
O=C(NCCCN1CCCC1=O)c1ccc2c(=O)n(-c3ccc(F)cc3)c(=S)[nH]c2c1 | 9 | 4 | -12 | 0.9 | 2 | 98 | -8 | 103 | -0.1 | 18
O=C(CSc1nnc(NC(=O)C2CC2)s1)Nc1ccc2c(c1)OCCO2 | 6 | -4 | 10 | 0.9 | -8 | 105 | 4 | 105 | -0.4 | -16
CSc1nc2nc(C)c(C/C=C/c3ccccc3)c(=O)n2[nH]1 | 7 | 2 | -6 | 0.9 | -8 | 107 | 1 | 107 | -0.4 | -6
CN1C(=S)SC(N(O)C(=O)Nc2cccc3ccccc23)C1(C)C (centres undefined) | 36 | -18 | -6 | 0.6 | 4 | 97 | -3 | 119 | -0.3 | 13
CCCC/C(C)=N/NC(=O)C(=O)NCCc1ccccc1 | 10 | 1 | -10 | 0.9 | -2 | 102 | 1 | 106 | -0.6 | 4
Cc1ccc(N(CC(=O)NCc2ccco2)S(=O)(=O)c2ccccc2)cc1 | -17 | 1 | 5 | 1.2 | -3 | 103 | 10 | 106 | 0.2 | 11
CC(=O)c1ccc(Oc2ncnc3sccc23)c(CN2CCOCC2)c1 | 20 | 7 | 12 | 0.8 | 5 | 94 | 0 | 98 | 0.0 | 7
O=C(C1CCC(=O)N1Cc1ccccc1Cl)N1CCN(c2cccc(Cl)c2)CC1 (centres undefined) | 12 | 14 | -10 | 0.9 | 9 | 92 | 4 | 93 | -0.3 | .
O=C(Oc1cccccc1=O)c1ccccc1 | 9 | 5 | 2 | 0.9 | 26 | 74 | 0 | 99 | -0.1 | 9
COc1ccc2cc(/C=C3\SC(=S)NC3=O)c(N3CCOCC3)nc2c1 | 58* | 4 | 3 | 0.4 | 0 | 100 | 3 | 97 | -0.4 | -31
O=C(NCC1CCCO1)C1CCC(=O)N1CCc1ccccc1 (centres undefined) | 9 | 13 | -2 | 0.9 | -7 | 106 | 13 | 95 | 0.9 | 2
Cc1cccc(NC(=S)NCC2CCCO2)c1 (centres undefined) | 9 | 11 | -2 | 0.9 | -1 | 101 | -2 | 95 | -0.2 | -6
CC(C)(C)NC(=O)c1cccc(NC(=O)c2ccco2)c1 | 10 | 3 | 4 | 0.9 | -7 | 97 | 7 | 100 | -0.3 | 8
COc1ccc(NC(=O)/C(C#N)=C/c2c(C)nn(-c3ccc(F)cc3)c2Cl)cc1OC | 11 | -12 | 6 | 0.9 | 6 | 96 | 2 | 108 | -0.3 | -8
C=CCSC(=S)NC1CCS(=O)(=O)C1 (centres undefined) | 17 | -4 | -10 | 0.8 | 7 | 94 | 12 | 101 | -0.1 | -3
Cc1cccc(Cn2c(=O)c3c(nc4n3CCN4Cc3ccco3)n(C)c2=O)c1 | 10 | 2 | -3 | 0.9 | 4 | 97 | 5 | 104 | -0.2 | -8
COc1ccc(F)cc1C(=O)C1CCCN(C(=O)CCc2ccccn2)C1 (centres undefined) | -11 | -1 | 6 | 1.1 | -3 | 103 | -2 | 106 | -0.1 | 9
C/C(=N/NC(=O)CNC(=O)Cc1ccccc1)c1ccco1 | 11 | -4 | -4 | 0.9 | 0 | 100 | -1 | 105 | -0.4 | 14
Cc1cc(N2CCN(c3ccccc3F)CC2)nc2cc(O)ccc12 | 18 | 19 | -1 | 0.8 | 1 | 99 | 10 | 87 | -0.1 | -14
Cc1ccsc1/C=C1\SC(N2CC(C)OC(C)C2)=NC1=O (centres undefined) | 12 | 1 | -6 | 0.9 | -10 | 109 | 10 | 102 | -0.4 | -7
Cc1cccc(C(=O)NC(CC(=O)O)c2ccc(OC3CCCC3)cc2)c1[N+](=O)[O-] (centres undefined) | -4 | 8 | 3 | 1 | -10 | 108 | 8 | 103 | 0.4 | -12
CCN(CC(=O)Nc1ccc(N2CCOCC2)cc1)C(=O)c1ccc(C(F)(F)F)cc1 | 6 | 6 | 10 | 0.9 | -10 | 107 | 3 | 99 | 0.0 | 4
Cn1cnnc1SCC(=O)Nc1ccc(OC(F)F)cc1 | 0 | 6 | -6 | 1 | -6 | 104 | 8 | 101 | 0.2 | -1
COc1ccc(CCn2c(SCCN3CCCCC3)nc3ccccc3c2=O)cc1OC | 17 | 12 | -6 | 0.8 | 6 | 93 | 9 | 94 | -0.3 | -6
CN1CCS/C1=C/C=C1\SC(=S)N(CC(=O)O)C1=O | 8 | 10 | 2 | 0.9 | -3 | 102 | 10 | 95 | -0.1 | -4
CCN(CCNC(=O)C1CCN(S(=O)(=O)c2cccc3nsnc23)CC1)c1ccccc1 | 4 | 14 | 3 | 1 | 8 | 93 | 0 | 92 | 0.1 | 8
CC(C)(C)Cc1cc(N)on1 | 15 | 4 | -7 | 0.9 | -5 | 105 | -3 | 96 | -0.2 | 8

Entries of single compounds as entered above.
C=CCSC(=S)NC1CCS(=O)(=O)C1 (centres undefined) reads Diaph inh CS = 17; STAT3 blocker = -4; TLR4 MyD88 comp = -10; Diaphorase act = 0.8; STAT1 inh = 7; STAT1 act = 94; G6PDH CS = 12; STAT3 act = 101; Hsp70 activator = -0.1; APP 5UTR inh = -3
CN1CCS/C1=C/C=C1\SC(=S)N(CC(=O)O)C1=O reads Diaph inh CS = 8; STAT3 blocker = 10; TLR4 MyD88 comp = 2; Diaphorase act = 0.9; STAT1 inh = -3; STAT1 act = 102; G6PDH CS = 10; STAT3 act = 95; Hsp70 activator = -0.1; APP 5UTR inh = -4

Further compounds
SMILES | Diaph inh CS | STAT3 blocker | TLR4 MyD88 comp | Diaphorase act | STAT1 inh | STAT1 act | G6PDH CS | STAT3 act | Hsp70 activator | APP 5UTR inh
CCOc1ccc(OCCCN(C)C)cc1 | 22 | -5 | 7 | 0.8 | 1 | 99 | 11 | 101 | -0.3 | 12
Oc1ccc(/C=N/NC(=S)Nc2cccnc2)cc1O | 48 | 6 | 13 | 0.5 | -4 | 104 | 31 | 94 | 0.2 | -15
O=C(CSc1n[nH]c(-c2ccc(S(=O)(=O)N3CCCCC3)cc2)n1)Nc1nccs1 | 0 | 2 | 7 | 1 | -1 | 101 | -2 | 102 | 0.0 | 10
CN1CCC(C(=O)N2CCCC(C(=O)c3ccc4c5c(cccc35)CC4)C2)CC1 (centres undefined) | -2 | 10 | -15 | 1 | -13 | 110 | 4 | 96 | -0.3 | -16
Nn1c(Cc2cccc3ccccc23)nnc1SCc1c(Cl)cccc1Cl | 16 | 9 | -4 | 0.8 | -2 | 102 | 11 | 95 | 0.0 | 15
CCCCn1c(NC(=O)c2ccccc2Cl)c(C#N)c2nc3ccccc3nc21 | 33 | 13 | -10 | 0.7 | 10 | 91 | 27 | 93 | 0.0 | 8
Brc1ccc(-n2cccc2/C=N/n2cnnc2)cc1 | 19 | 0 | -1 | 0.8 | -10 | 109 | 5 | 100 | -0.4 | .
Cc1cc(NC(=O)NC2CCCN2S(=O)(=O)c2ccc(Cl)cc2)no1 (centres undefined) | 28 | 13 | 15 | 0.7 | -4 | 103 | -2 | 97 | -0.2 | -22
CCN(c1ccccc1)S(=O)(=O)c1ccc(Cl)c(C(=O)NCCc2ccc(OC)cc2)c1 | 24 | 14 | 14 | 0.8 | 8 | 93 | 16 | 90 | 0.1 | -11
COc1ccc2c(c1)C(=O)N(c1ccccc1OC)C(=O)C2(C)C | 12 | 7 | 8 | 0.9 | 3 | 97 | 0 | 99 | -0.2 | -1
NS(=O)(=O)c1ccc(CCNc2ncnc3c2c(-c2ccccc2)cn3-c2ccc(F)cc2)cc1 | 26 | 4 | 6 | 0.7 | 4 | 96 | -40 | 101 | -0.2 | 2
COCCN1Cc2cccc(C(=O)NCc3cccnc3)c2C1=O | 12 | 1 | 5 | 0.9 | 5 | 96 | 3 | 103 | -0.1 | 5
O=C(COC(=O)c1cc(Br)ccc1Cl)NC1CCCC1 | 12 | -4 | -5 | 0.9 | 0 | 100 | -2 | 103 | -0.4 | 12
CCCCCCNC(=O)C(=O)NCCc1ccc(Cl)cc1 | -1 | -3 | 5 | 1 | 0 | 98 | 4 | 104 | -0.2 | 11
O=C(NCc1ccco1)C(c1cccnc1)N(C(=O)Cn1nnc2ccccc21)c1ccc(F)cc1 (centres undefined) | 8 | 8 | 3 | 0.9 | -3 | 102 | -3 | 99 | 0.2 | 11
COc1cc(C(=O)NCCCN(C)C)ccc1OCC(=O)Nc1cccc(C(F)(F)F)c1 | 10 | 6 | -5 | 0.9 | 6 | 94 | 4 | 102 | -0.3 | -8
C=CCn1c(CNC(=O)c2cccs2)nnc1SCc1ccc(Cl)cc1Cl | 11 | -6 | -5 | 0.9 | -2 | 102 | -1 | 111 | -0.4 | 2
O=C(N1CCOCC1)N1CCN(C(=O)N2CCOCC2)CC1 | . | 2 | -10 | . | 6 | 94 | . | 100 | 0.5 | -11
Cc1cc(N2C(=O)C3C4C=CC(C4)C3C2=O)ccc1Br (centres undefined) | 26 | 2 | 7 | 0.7 | -2 | 102 | -16 | 102 | -0.1 | 6
O=C1/C(=C/c2cccnc2)CCc2c1[nH]c1ccccc21 | -12 | 13 | -4 | 1.1 | -5 | 103 | 10 | 93 | 0.1 | -76
CC(C)(O)C#Cc1ccc(C(=O)N2CCN(c3ccc([N+](=O)[O-])cc3)CC2)cc1 | -3 | 11 | 6 | 1 | 20 | 81 | 0 | 91 | -0.3 | 2
CNC(=O)CS(=O)CC(=O)Nc1cc(OC(C)C)c(Cl)cc1Cl (centres undefined) | 8 | 6 | -4 | 0.9 | 8 | 91 | 7 | 98 | -0.1 | -11
COc1ccc(CCNC(=O)c2c(C)cc(=O)oc2C)cc1OC | 1 | 6 | 2 | 1 | 1 | 99 | 6 | 98 | -0.3 | -8
CCOC(=O)C1=C(C)NC(=O)C(C(N)=O)C1c1ccccc1 (centres undefined) | 15 | 9 | 3 | 0.9 | -2 | 102 | 5 | 98 | -0.3 | .
Cc1ccc(NC(=O)CSCC(=O)Nc2ncc3c(n2)CC(c2ccco2)CC3=O)cc1 (centres undefined) | 26 | 8 | -4 | 0.7 | -3 | 102 | -39 | 98 | 0.0 | 6
O=C(CSCc1ccc([N+](=O)[O-])cc1)N/N=C/c1ccncc1 | 0 | 27 | 7 | 1 | -1 | 100 | 1 | 85 | -0.1 | -8
COC(=O)c1c(C)[nH]c(C(=O)CN2CCOCC2)c1C | -4 | -40 | -5 | 1 | 10 | 91 | 10 | 139* | -0.2 | 0

Bioassay records deposited in PubChem by several laboratories.
